Screening data from PubChem.
GRIN3A LBD mod: binders of NR3A ligand-binding domain, primary screen, biophysical, differential scanning fluorimetry, uHTS; Glutamate receptor ionotropic, NMDA 3A (GRIN3A) ligand-binding domain; NR3A LBD differential scanning fluorimetry, Tm shift; 0% = protein alone, 100% = glycine-bound protein; Tm shift relative to glycine control, % at 25 µM; 2.5% of 340,000 active; AID 1259313, 2017;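 active = melting temperature shift of at least 10% of the positive control shift, at one fixed dose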
MPTP inh: mitochondrial permeability transition pore inhibitors, primary screen, biochemical, isolated mouse mitochondria, absorbance. Ca2+ swelling absorbance, 30 min. inhibition, % at 10 µM. 1.4% of 360,000 active;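 active = inhibition of 50% or more, scaled per plate between neutral and stimulator controls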;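 note: 0% = DMSO wells given calcium and 100% = 1 mM EGTA wells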
beta cell repl: inducers of MIN6 beta-cell proliferation, primary screen, ATP luminescence, uHTS | MIN6 cells proliferation, ATPlite luminescence, 48 h; cells starved in 0.2% serum; 100% = growth in 10% serum | proliferation, % at 10 µM | 0.29% of 330,000 active;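 active = compounds whose signal lies at least 3.5 SD above the mean of all wells on their plate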;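 note: 0% = DMSO-treated cells in low-serum medium and 100% = 10% serum control; some compounds called inactive have numbers as strong as hits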
hIAP activ: human IAP activators, primary screen, biochemical, luminescence, uHTS | purified human IAP, CDP-Star luminescence, 30 min; stronger effect = higher value; 1 = vehicle-only enzyme, 0 = enzyme-free background | 0.16% of 330,000 active | activation factor at 10 µM | AID 2524, 2010 | Intestinal-type alkaline phosphatase (Homo sapiens), P09923;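 active = activation factor of the enzyme at least 2-fold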; note: the source names both 10 and 20 µM as test concentration; values of inactives mirror those of a sister screen read the other way
Target sequence (P09923 whole entry, looked up): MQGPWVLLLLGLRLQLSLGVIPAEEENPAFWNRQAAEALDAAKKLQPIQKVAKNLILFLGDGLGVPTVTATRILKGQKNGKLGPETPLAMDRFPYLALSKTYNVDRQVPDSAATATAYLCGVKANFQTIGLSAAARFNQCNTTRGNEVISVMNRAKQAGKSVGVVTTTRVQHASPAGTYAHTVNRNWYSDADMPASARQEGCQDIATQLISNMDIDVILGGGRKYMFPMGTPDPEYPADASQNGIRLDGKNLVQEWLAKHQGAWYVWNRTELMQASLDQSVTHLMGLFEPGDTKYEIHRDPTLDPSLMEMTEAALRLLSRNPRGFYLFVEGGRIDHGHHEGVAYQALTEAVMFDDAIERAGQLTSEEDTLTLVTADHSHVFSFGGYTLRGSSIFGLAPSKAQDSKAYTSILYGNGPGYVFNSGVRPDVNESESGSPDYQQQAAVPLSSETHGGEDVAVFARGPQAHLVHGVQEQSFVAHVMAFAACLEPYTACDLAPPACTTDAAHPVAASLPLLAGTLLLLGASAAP
mIAP block: inhibitors of mouse IAP, primary screen, biochemical, luminescence, uHTS; AID 2806, 2010; intestinal alkaline phosphatase [Mus musculus]; 0.2% of 330,000 active; inhibition, % at 10 µM; purified mouse IAP, CDP-Star luminescence, 30 min;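 active = inhibition of at least 40% at 10 µM in the primary screen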;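 note: plate controls were DMSO with enzyme for no effect and no enzyme wells for full effect; values of inactives mirror those of a sister screen read the other way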
APOBEC3A inh: APOBEC3A ssDNA deaminase inhibitors, primary screen, selectivity assay for APOBEC3G inhibitor project, biochemical, FAM/TAMRA oligo cleavage fluorescence | DNA dC->dU-editing enzyme APOBEC-3A (Homo sapiens), P31941 | recombinant A3A, FAM/TAMRA ssDNA deamination fluorescence | inhibition, % at 20 µM | 0.41% of 330,000 active;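 active = at least 40% inhibition at 20 µM here, with at most 30% in a related deaminase screen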;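 note: plate controls were A3A with DMSO for no effect and wells lacking A3A enzyme for full effect; some results filed as inactive read as strong as hits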
mIAP activ: activators of mouse IAP, primary screen, biochemical, luminescence, uHTS; muIAP, CDP-Star luminescence, 30 min; stronger effect = higher value; 1 = vehicle-only enzyme signal, 0 = enzyme-free wells; activation factor at 10 µM; intestinal alkaline phosphatase [Mus musculus]; AID 2805, 2010; 0.24% of 330,000 active;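 active = activation factor of at least 2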; note: the source names both 10 and 20 µM as test concentration; values of inactives mirror those of a sister screen read the other way
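System: mouse IAP enzyme. Reagent: CDP-Star chemiluminescent phosphatase substrate. Benchmarks: DMSO wells, no-enzyme wells. Times: 30 min enzyme-substrate-compound incubation at room temperature. Detection: luminescence from enzymatic CDP-Star hydrolysis. Doses: test compounds delivered from DMSO solution.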
APOBEC3G inh: APOBEC3G DNA deaminase inhibitors, primary screen, biochemical, fluorescence, single-stranded DNA substrate, uHTS; DNA dC->dU-editing enzyme APOBEC-3G (Homo sapiens), Q9HC16; recombinant A3G, ssDNA deamination FAM/TAMRA fluorescence; inhibition, % at 20 µM; 0.28% of 330,000 active; AID 493012, 2011;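 active = inhibition of at least 40% at 20 µM, with no more than 30% in the related APOBEC3A deaminase screen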;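 note: plate controls were DMSO wells with A3G for no effect and wells lacking A3G enzyme for full effect; some compounds called inactive have numbers as strong as hits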
Target sequence (Q9HC16 whole entry, looked up): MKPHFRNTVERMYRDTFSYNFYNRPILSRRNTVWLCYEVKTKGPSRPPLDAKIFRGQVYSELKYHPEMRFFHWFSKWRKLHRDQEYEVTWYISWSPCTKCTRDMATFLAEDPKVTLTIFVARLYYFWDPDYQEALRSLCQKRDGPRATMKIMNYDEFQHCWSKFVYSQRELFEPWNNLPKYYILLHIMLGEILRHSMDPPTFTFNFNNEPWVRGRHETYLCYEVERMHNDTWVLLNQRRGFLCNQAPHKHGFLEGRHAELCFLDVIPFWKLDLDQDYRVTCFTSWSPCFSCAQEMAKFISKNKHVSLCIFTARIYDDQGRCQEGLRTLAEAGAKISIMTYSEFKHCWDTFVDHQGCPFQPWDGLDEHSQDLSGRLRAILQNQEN
hIAP block: human IAP inhibitors, primary screen, biochemical, luminescence, uHTS. Intestinal-type alkaline phosphatase (Homo sapiens), P09923. purified IAP, CDP-Star luminescence, 30 min. inhibition, % at 10 µM. 0.12% of 330,000 active. AID 2544, 2010;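 active = inhibition reaching a set limit with compound at 10 µM in the primary screen, cut at about 35% in these data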;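 note: plate controls were DMSO wells with enzyme for no effect and no-enzyme buffer wells for full effect; values of inactives mirror those of a sister screen read the other way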
The depositor's hits bear a star.

1	O=C(O)CCCC(=O)N1N=C(c2ccco2)CC1c1ccco1 (centres undefined)
2	O=C(CN(C(=O)c1csnn1)c1ccccc1Cl)NCCc1ccccc1
3	O=C(/C=C/c1ccco1)NC(=S)Nc1ccccc1O
4	O=C(OCc1nnc(-c2cccs2)o1)C1=NN(c2ccccc2)C(=O)CC1
5	Cc1ccc(S(=O)(=O)N(C)CC(=O)O/N=C(\N)c2ccccn2)cc1
6	COc1ccc(CCN(C)C(=O)CCNC(=O)c2ccc(Br)cc2)cc1OC
7	Cc1ccc(OCC(=O)NNC(=O)CSc2ncnc3sc(C)c(C)c23)cc1
8	Cc1ccc(C)c(NC(=S)NCCCN2CCOCC2)c1

assay / entry,1,2,3,4,5,6,7,8
GRIN3A LBD mod,0,1,-7,0,1,2,0,1
MPTP inh,0.9,1.2,-2.1,-2.7,2.0,-0.1,0.7,-2.5
beta cell repl,-1,1,-1,-7,-1,2,-3,2
hIAP activ,1.1,0.91,0.89,1.3,1.2,0.76,1.8,1
mIAP block,-13,6,46*,0,-3,-6,-12,-7
APOBEC3A inh,-2,-3,14,-3,-6,-2,8,-4
mIAP activ,1.1,0.94,0.55,1,1,1.1,1.1,1.1
APOBEC3G inh,-1,-6,9,5,-2,-1,1,14
hIAP block,-6,9,11,-29,-20,24,-84,-2

9	CC(=O)N1N=C(c2ccc(C)o2)CC1c1ccc(F)cc1 (centres undefined)
10	Cc1ccn2c(=O)nc(SCC(=O)N3N=C(c4cccs4)CC3c3ccc(F)cc3)nc2c1 (centres undefined)
11	CC1CN(C(=O)c2cc3cc([N+](=O)[O-])ccc3s2)CC(C)O1 (centres undefined)
12	CC(O)CNc1nc2ccccc2n1CC(=O)NCCc1ccc(Cl)cc1 (centres undefined)
13	CC(=O)N1CCCc2ccccc21
14	CC(=O)c1cccc(NC(=O)N2CCC(NC(=O)C34CC5CC(CC(C5)C3)C4)CC2)c1
15	COc1ccc(Nc2cc(C(=O)NCCCOC(C)C)c3ccccc3n2)c(OC)c1
16	Cc1cc(OCc2cc(C(=O)NCc3csc(C(C)C)n3)no2)cc(C)c1Cl

assay / entry,9,10,11,12,13,14,15,16
GRIN3A LBD mod,6,0,-3,0,-13,0,-1,-10
MPTP inh,-0.7,-1.0,1.0,-5.0,-0.9,1.9,2.5,1.3
beta cell repl,0,-1,1,0,-1,-1,3,-6
hIAP activ,0.93,0.97,1,0.97,0.88,1,0.87,0.69
mIAP block,4,2,-6,-3,2,0,3,6
APOBEC3A inh,1,0,1,1,-2,-2,-3,1
mIAP activ,0.96,0.98,1.1,1,0.98,1,0.97,0.94
APOBEC3G inh,-4,-3,-4,-1,-9,-6,-8,1
hIAP block,7,3,-1,3,12,-1,13,31

17	Cc1ccc2nc3c(cc2c1)c(C)nn3-c1ccccc1
18	COc1ccc(-c2noc(CCC(=O)NCC3CCCO3)n2)cc1OC (centres undefined)
19	c1ccc(-n2nnc(-c3cccnc3)n2)cc1
20	O=C(/C=C/c1ccc(F)cc1)N1CCN(S(=O)(=O)/C=C/c2ccccc2)CC1
21	CC1CCN(CCNC(=O)C2CCCN(S(=O)(=O)c3cccc4nsnc34)C2)CC1 (centres undefined)
22	CNC(=O)c1ccccc1NC(=O)c1cccc(S(=O)(=O)N2CCC(C)CC2)c1
23	O=C(NNC(=O)c1cc(-c2ccco2)nc2ccccc12)c1ccccc1
24	Cc1[nH]nc2c1C(c1ccc3c(c1)OCO3)C(C#N)=C(N)O2 (centres undefined)

assay / entry,17,18,19,20,21,22,23,24
GRIN3A LBD mod,5,0,2,1,-2,-13,-3,3
MPTP inh,1.4,-0.7,0.0,0.0,0.2,2.4,2.1,-1.0
beta cell repl,2,-5,0,6,-1,2,-3,-2
hIAP activ,1.3,1.1,1,0.9,0.99,1.2,1.3,0.88
mIAP block,-37,7,-10,-7,7,0,16,-9
APOBEC3A inh,1,-4,2,-1,-5,0,-7,14
mIAP activ,1.4,0.93,1.1,1.1,0.93,1,0.84,1.1
APOBEC3G inh,36,-3,17,6,-6,-3,2,-2
hIAP block,-30,-10,0,10,1,-15,-35,12

Structures above shown as hits in mIAP block:
# | smiles | GRIN3A LBD mod | MPTP inh | hIAP activ | mIAP block | APOBEC3A inh | mIAP activ | APOBEC3G inh | hIAP block
3 | O=C(/C=C/c1ccco1)NC(=S)Nc1ccccc1O | -7 | -2.1 | 0.89 | 46* | 14 | 0.55 | 9 | 11

(cont.)
25	CC(C)n1cc(/C=C/c2cc[n+](C)cc2)c2ccccc21
26	CC(C)(C)C(=O)Cn1c[n+](N)cn1
27	CCOC(=O)c1sc(/N=C/c2ccc(O)cc2O)cc1C
28	COc1ccc(C(=O)Nc2nc(-c3ccc([N+](=O)[O-])cc3)c(-c3ccc(OC)cc3)s2)cc1
29	Cc1ccc(OCC(=O)N2c3ccccc3NC(=O)C2(C)C)c([N+](=O)[O-])n1
30	CCc1ccc(C(CC(=O)c2ccc(Cl)cc2)C(=O)O)cc1 (centres undefined)
31	Cc1cccc(C(=O)NCC2CCCO2)c1 (centres undefined)
32	CSc1nc(-c2ccccc2)nc2c1COC(C)(C)C2

assay / entry,25,26,27,28,29,30,31,32
GRIN3A LBD mod,5,1,14*,1,-1,0,0,2
MPTP inh,2.6,-0.2,0.7,25,1.2,1.1,0.7,-1.6
beta cell repl,-5,1,-1,0,-1,2,-4,0
hIAP activ,0.96,1,0.97,0.93,1,0.94,1.1,1.1
mIAP block,3,-4,22,3,3,-5,2,-7
APOBEC3A inh,12,-3,3,0,1,-2,-1,1
mIAP activ,0.97,1,0.78,0.97,0.97,1,0.98,1.1
APOBEC3G inh,-17,-8,-3,-2,-3,-1,-5,-1
hIAP block,4,-3,3,7,-2,6,-7,-9

33	COc1cc(C=NNC(=O)c2cccnc2)ccc1OC(=O)c1ccccc1F
34	Cc1ccc(C)c(N2CN(Cc3cccnc3)CNC2=S)c1
35	CN(C)c1cccc(C(=O)NNC(=O)CN2C(=O)C3CC=CCC3C2=O)c1 (centres undefined)
36	COC(=O)C1CCCCN1C(=O)CCc1nnc(CCc2c[nH]c3ccccc23)o1 (centres undefined)
37	O=C(Nc1nnc(-c2ccc3c(c2)CCCC3)o1)c1ccccc1Cl
38	CCc1nc2ccccc2n1CC1CC1(Cl)Cl (centres undefined)
39	CCCCCCOc1ccc(C(=O)O)cc1C#N
40	CCOC(=O)C1CCN(C(=O)c2ccc(NS(=O)(=O)c3ccc(F)cc3C)cc2)CC1

assay / entry,33,34,35,36,37,38,39,40
GRIN3A LBD mod,-1,-3,0,1,-10,-1,2,-1
MPTP inh,-0.4,1.1,-0.2,1.2,-2.7,1.8,0.6,0.4
beta cell repl,1,0,-3,-2,-6,0,0,-6
hIAP activ,0.85,1.2,0.92,1.1,1.1,0.92,0.9,1.2
mIAP block,10,0,1,2,3,7,8,-2
APOBEC3A inh,-2,-3,0,-9,2,-4,-3,-3
mIAP activ,0.91,1,0.99,0.98,0.97,0.93,0.92,1
APOBEC3G inh,-4,3,-3,-10,4,-8,-9,-7
hIAP block,15,-16,8,-10,-6,8,10,-16

Another view of three compounds above:
Results follow in this order: GRIN3A LBD mod	MPTP inh	beta cell repl	hIAP activ	mIAP block	APOBEC3A inh	mIAP activ	APOBEC3G inh	hIAP block
34. Cc1ccc(C)c(N2CN(Cc3cccnc3)CNC2=S)c1
  -3	1.1	0	1.2	0	-3	1	3	-16
35. CN(C)c1cccc(C(=O)NNC(=O)CN2C(=O)C3CC=CCC3C2=O)c1 (centres undefined)
  0	-0.2	-3	0.92	1	0	0.99	-3	8
36. COC(=O)C1CCCCN1C(=O)CCc1nnc(CCc2c[nH]c3ccccc23)o1 (centres undefined)
  1	1.2	-2	1.1	2	-9	0.98	-10	-10

Following part
41	C=CC[C@@H](CC(=O)NCCO)C(=O)NC[C@H](OC(=O)[C@@H](CC=C)Cc1ccc(F)cc1)c1ccccc1
42	C=CCN1C(=O)C2C(C(=O)NCc3ccccc3)C3C=CC2(O3)C1C(=O)NC(C)(C)C (centres undefined)
43	CCn1cc(S(=O)(=O)CC(=O)Nc2ccc(OC)cc2)c2ccccc21
44	CS(=O)(=O)N1CCCC(C(=O)NCc2ccccc2Cl)C1 (centres undefined)
45	COc1cccc(/C=N/NC(=S)NC2CC3CC2C2C=CCC32)c1O (centres undefined)
46	CC(=O)N1c2ccccc2Sc2ccccc21
47	O=C(CN1CCCC1)Nc1ccc(Cl)cc1C(F)(F)F
48	CCOC(=O)c1nnsc1NC(=O)Nc1ccc(OC)cc1

assay / entry,41,42,43,44,45,46,47,48
GRIN3A LBD mod,0,-1,0,-2,-5,-3,0,-1
MPTP inh,-1.8,0.5,-0.3,0.4,18,0.9,-0.3,0.8
beta cell repl,2,-1,1,0,-4,-3,0,-2
hIAP activ,1.1,1,0.94,1.1,1,1,0.96,1
mIAP block,-6,-2,-2,3,0,1,-10,-8
APOBEC3A inh,0,-1,0,1,-4,-4,4,2
mIAP activ,1.1,1,1,0.97,1,0.99,1.1,1.1
APOBEC3G inh,-9,-5,-5,-1,-5,-6,-4,-5
hIAP block,-7,0,6,-11,0,-3,4,-4

49	CCC(=O)Nc1nc(NCc2ccccc2OC)n(-c2ccccc2)n1
50	COC(=O)c1ccccc1NC(=O)c1ccc(COc2ccccc2)o1
51	O=C(Nc1c2c(nn1-c1ccc(F)cc1)CS(=O)(=O)C2)c1ccc2c(c1)OCO2
52	CCOC(=O)C1CCCCN1C(=O)CCc1c(C)nc2ncnn2c1C (centres undefined)
53	O=C(c1cccs1)N1CCCC(c2nc(-c3ccc(F)cc3)no2)C1 (centres undefined)
54	OC(CN1C2=NCCN2c2ccccc21)c1ccc(Br)cc1 (centres undefined)
55	Cc1c(N=C2SCC(=O)N2/N=C/c2ccccc2)c(=O)n(-c2ccccc2)n1C
56	CC(C)C(C)(C#N)NC(=O)CSc1nnc(-c2ccccc2)o1 (centres undefined)

assay / entry,49,50,51,52,53,54,55,56
GRIN3A LBD mod,0,7,0,2,1,1,-5,1
MPTP inh,0.3,-0.1,0.8,1.6,-2.0,1.8,-1.0,0.3
beta cell repl,-4,0,1,-2,-3,0,0,-3
hIAP activ,0.99,1.2,1.1,1,1.7,1,0.99,1
mIAP block,6,4,7,-3,-4,2,0,0
APOBEC3A inh,-3,-1,5,-1,4,2,-1,-4
mIAP activ,0.94,0.95,0.93,1,1,0.98,1,1
APOBEC3G inh,-10,-3,-2,-4,-1,-2,-3,-7
hIAP block,1,-18,-6,0,-72,-4,1,-3

Looked up above.
no. 52 – mIAP block: -3
no. 56 – mIAP activ: 1
no. 50 – hIAP block: -18
no. 54 – mIAP block: 2
no. 49 – APOBEC3A inh: -3
no. 55 – APOBEC3G inh: -3
